From PubChem
OXTR agonist: human OXTR agonism | P30559 | CHO-OTR cells, Fluo-8 calcium fluorescence; normalized: DMSO 0%, oxytocin 100% | activation, % at 3 µM | hit rate 0.32% among 320,000 | AID 2435;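 active = activation above the mean of all tested compounds plus 3 SD, cutoff set per screening run, cut at about 20% in these data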;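 note: peak over basal fluorescence ratio from a 100 s FLIPR kinetic read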
M1 PAM parental: nonselective activator or artifact in parental CHO-K1 calcium assay; ATP EC20, Fluo-8 calcium fluorescence; 0% at ATP EC20, 100% at ATP max; activation, % at 3 µM; hit rate 0.02% among 360,000;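 active = activation above the run cutoff, the mean activation of all test compounds plus 3 SD, cut at about 40% in these data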;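 note: peak over basal fluorescence ratio in a 140 s read after ATP addition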
OXTR potentiator: potentiators of human oxytocin receptor. P30559. CHO-OTR cells, Fluo-8 calcium fluorescence, potentiator mode; 0% = oxytocin EC15, 100% = EC100. activation, % at 3 µM. hit rate 0.061% among 320,000. AID 2445;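 active = activation above that plate's cutoff, the mean activation of tested compounds plus 3 SD, cut at about 6.6% in these data, passing the limit was not always enough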;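 note: 100% uses oxytocin at 75 nM as the full agonist control; some results filed as inactive read as strong as hits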
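Assay system: CHO cell line stably expressing human OTR | Also added: Oxytocin at about EC15, sub-maximal agonist stimulus | Times: Compound 6 min at room temperature before oxytocin, 100 s read | Measured by: Fluo-8 intracellular calcium fluorescence, ex 470-495, em 515-575 nm | Controls: EC15 oxytocin alone as 0%, 75 nM oxytocin as 100%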
CHO-K1 Ca antag: counter-screen for M1 antagonists: effect in parental CHO-K1 cells | ATP-induced calcium, Fluo-8 fluorescence | inhibition, % at 3 µM | hit rate 0.6% among 360,000 | AID 602250;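 active = inhibition above a per-plate cutoff, the plate's mean sample inhibition plus 3 SD, cut at about 24% in these data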;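 note: 0% = DMSO plus EC80 ATP and 100% = DMSO alone without ATP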
GPR7 antag: antagonists of human GPR7 (neuropeptides B/W receptor 1); GPR7-expressing cells, fluorescence antagonist assay; P48145; AID 1861; hit rate 1.1% among 290,000; inhibition, % at 4.4 µM; in the data active = inhibition above about 16%, passing the limit was not always enough;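 note: cells stimulated with the agonist NPW; 0% = agonist with vehicle and 100% = vehicle without agonist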
Target sequence (P48145 whole entry, looked up): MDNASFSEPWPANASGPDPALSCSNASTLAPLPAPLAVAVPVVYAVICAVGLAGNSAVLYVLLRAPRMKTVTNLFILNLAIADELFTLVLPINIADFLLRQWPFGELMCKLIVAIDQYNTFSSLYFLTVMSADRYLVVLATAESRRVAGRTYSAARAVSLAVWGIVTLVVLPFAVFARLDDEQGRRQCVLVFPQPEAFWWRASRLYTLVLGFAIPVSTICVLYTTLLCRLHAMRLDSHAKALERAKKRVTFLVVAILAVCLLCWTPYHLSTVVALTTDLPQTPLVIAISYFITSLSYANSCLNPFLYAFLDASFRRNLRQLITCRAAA
V1aR counter: activates human V1a receptor in oxytocin agonist counter-screen; CHO-V1R cells, Fluo-8 calcium fluorescence, agonist mode; 0% DMSO, 100% 3 nM vasopressin; activation, % at 3 µM; hit rate 0.25% among 320,000;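 active = activation above the mean activation of all tested compounds plus 3 SD, per screening run, cut at about 20% in these data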;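 note: signal is peak over basal fluorescence ratio across a 100 second FLIPR read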
Target sequence (P37288 whole entry, looked up): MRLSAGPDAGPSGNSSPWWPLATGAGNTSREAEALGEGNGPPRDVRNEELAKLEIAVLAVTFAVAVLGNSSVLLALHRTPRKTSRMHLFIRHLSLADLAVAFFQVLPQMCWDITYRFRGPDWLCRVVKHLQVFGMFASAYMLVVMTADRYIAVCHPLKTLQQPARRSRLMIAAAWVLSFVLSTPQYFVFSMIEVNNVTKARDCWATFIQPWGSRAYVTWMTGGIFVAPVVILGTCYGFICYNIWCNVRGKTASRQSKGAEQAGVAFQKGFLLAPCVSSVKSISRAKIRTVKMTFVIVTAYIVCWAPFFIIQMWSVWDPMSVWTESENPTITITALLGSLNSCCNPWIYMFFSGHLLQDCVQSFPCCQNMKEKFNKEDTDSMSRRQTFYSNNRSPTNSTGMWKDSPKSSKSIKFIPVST
TAAR1 antagonist: antagonists of human TAAR1; Q96RJ0; CHO RD-HGA16 TAAR1, Fluo-8 calcium fluorescence, antagonist; inhibition, % at 3 µM; hit rate 1.5% among 360,000; AID 624466;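 active = inhibition above a per-plate cutoff, the mean inhibition of test compounds on that plate plus 3 SD, cut at about 49% in these data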;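 note: 0% = DMSO plus EC80 beta-PEA response and 100% = DMSO alone without agonist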
Target sequence (Q96RJ0 whole entry, looked up): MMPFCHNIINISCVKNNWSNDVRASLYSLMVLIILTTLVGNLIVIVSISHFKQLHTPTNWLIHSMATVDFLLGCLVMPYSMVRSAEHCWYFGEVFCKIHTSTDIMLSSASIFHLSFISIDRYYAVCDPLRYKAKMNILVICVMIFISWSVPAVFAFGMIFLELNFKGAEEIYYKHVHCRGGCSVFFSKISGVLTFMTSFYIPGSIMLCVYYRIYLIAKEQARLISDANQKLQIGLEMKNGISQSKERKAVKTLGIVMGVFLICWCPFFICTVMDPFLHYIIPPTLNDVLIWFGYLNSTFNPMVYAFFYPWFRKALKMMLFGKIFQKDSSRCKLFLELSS
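Assay system: RD-HGA16 CHO cells with stable hTAAR1 and Gα16 / Reagent: EC80 β-phenethylamine stimulus / Doses: 3 µM, single point / Timing: dye loading 75 min at 37 °C, then 30 min room temperature / Measured by: Fluo-8 intracellular calcium dye fluorescence, real-time kinetic reads / Controls: vehicle wells and EC80 agonist wells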
CHO parental Ca: signal in parental CHO cells, OX1R antagonist counter-screen; hit rate 0.63% among 330,000; parental CHO-K1, ATP-induced calcium, Fluo-8 fluorescence; inhibition, % at 5.6 µM;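 active = inhibition above that plate's mean sample inhibition plus 3 SD, cut at about 26% in these data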;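 note: 0% = ATP-challenged DMSO wells and 100% = DMSO wells without ATP; some compounds past the cut are filed as inactive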
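Measured by: calcium-sensitive Fluo-8 fluorescence / Test system: CHO parental line / Controls: ATP-challenged DMSO wells low, unchallenged DMSO wells high / Measure: % inhibition / Compound: single nominal dose of 5.6 µM per compound / Replicates: single well per compound, no replicates / Reagent: ATP as calcium-mobilizing challenge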
M1 ag parental: counter-screen for M1 agonists: effect in parental CHO-K1 cells. hit rate 0.48% among 360,000. Fluo-8 calcium fluorescence; scaled to maximal ATP response, vehicle zero. activation, % at 3 µM; in the data active = activation above about 15%;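 note: untransfected CHO-K1 host cells lacking M1 receptor as counterscreen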
An asterisk follows results filed as active.

`CCC(C)[C@H](NS(=O)(=O)c1ccc(C)cc1)C(=O)N1CCC(C(=O)N[C@H](C(=O)O)c2ccccc2)CC1` (stereo partly specified) gave OXTR agonist 0.1, M1 PAM parental -2, OXTR potentiator -3, CHO-K1 Ca antag 1, GPR7 antag -8, V1aR counter 0.9, TAAR1 antagonist -17, CHO parental Ca -8 and M1 ag parental 0.2.
CC(C)NC(=S)N1CCN(Cc2ccc3c(c2)OCO3)CC1 was read as OXTR agonist 0.7, M1 PAM parental 9, OXTR potentiator 0, CHO-K1 Ca antag -4, GPR7 antag 2, V1aR counter 8.8, TAAR1 antagonist -4, CHO parental Ca -11 and M1 ag parental 1.8.
COc1cccc(CNC(=O)Cn2ccc3cc(S(=O)(=O)N4CCCCCC4)ccc32)c1OC was read as OXTR agonist -0.1, M1 PAM parental 7, OXTR potentiator -6, CHO-K1 Ca antag -6, GPR7 antag -8, V1aR counter 2.5, TAAR1 antagonist 8, CHO parental Ca -18 and M1 ag parental 4.7.
O=C(c1ccc(F)cc1)c1c[nH]c(C(=O)NCc2cccnc2)c1 was read as OXTR agonist 0.5, M1 PAM parental 23, OXTR potentiator -1, CHO-K1 Ca antag -8, GPR7 antag 11, V1aR counter -0.7, TAAR1 antagonist 3, CHO parental Ca 2 and M1 ag parental 0.7.
Screening O=C(Nc1ccc(F)cc1)Oc1ccc[nH]c1=O returned OXTR agonist 6.0, M1 PAM parental -15, OXTR potentiator -17, CHO-K1 Ca antag 0, GPR7 antag 3, V1aR counter 5.9, TAAR1 antagonist 12, CHO parental Ca 7 and M1 ag parental 10.
`CCOC(=O)N1CCC2(CC1)C(C(=O)C13CC4CC(CC(C4)C1)C3)C2(C#N)C#N` (stereo unspecified) gave OXTR agonist 0.0, M1 PAM parental 14, OXTR potentiator 3, CHO-K1 Ca antag -8, GPR7 antag -13, V1aR counter -0.8, TAAR1 antagonist -10, CHO parental Ca -2 and M1 ag parental 1.0.
O=C(CN1C(=O)C2CC=CCC2C1=O)N1CCN(S(=O)(=O)c2ccccc2)CC1 (stereo unspecified) was read as OXTR agonist 1.4, M1 PAM parental -14, OXTR potentiator -4, CHO-K1 Ca antag 2, V1aR counter 0.3, TAAR1 antagonist -18, CHO parental Ca -9 and M1 ag parental 0.1.
`Cc1ccc2cc(CCNC(=O)C(C)(C)C)c(=O)[nH]c2c1` gave OXTR agonist -0.5, M1 PAM parental 6, OXTR potentiator -4, CHO-K1 Ca antag 22, GPR7 antag 11, V1aR counter 0.3, TAAR1 antagonist -2, CHO parental Ca -16 and M1 ag parental -0.9.
For O=C(c1cc(Br)c[nH]1)N1CCCCC1 the results were OXTR agonist -0.7, M1 PAM parental 16, OXTR potentiator -12, CHO-K1 Ca antag -5, GPR7 antag 18, V1aR counter 1.0, TAAR1 antagonist -10, CHO parental Ca -7 and M1 ag parental 6.8.
`Cn1c(=O)c2c(nc(N/N=C3\CCCc4ccccc43)n2Cc2ccc(F)cc2)n(C)c1=O` gave OXTR agonist -2.2, M1 PAM parental 7, OXTR potentiator -4, CHO-K1 Ca antag -12, GPR7 antag -8, V1aR counter 0.3, TAAR1 antagonist -7, CHO parental Ca -14 and M1 ag parental 0.9.
Screening Cc1cc(CC(C)C)n(-c2nc3ccccc3c(=O)n2OCC(N)=O)n1 returned OXTR agonist -0.8, M1 PAM parental 9, OXTR potentiator 5, CHO-K1 Ca antag -4, GPR7 antag 3, V1aR counter -0.1, TAAR1 antagonist -12, CHO parental Ca -5 and M1 ag parental 0.0.
For CC(=O)c1cccc(NC(=O)/C(=C/c2ccco2)NC(=O)c2ccco2)c1 the results were OXTR agonist -0.2, M1 PAM parental 11, OXTR potentiator 1, CHO-K1 Ca antag -2, GPR7 antag -7, V1aR counter 1.6, TAAR1 antagonist -9, CHO parental Ca -3 and M1 ag parental 1.2.
Cc1ccc(NC(=O)C2(C)CCN2C(=O)Cc2ccc(-c3ccccc3)cc2)cc1 (stereo unspecified) was read as M1 PAM parental 13, CHO-K1 Ca antag 5, TAAR1 antagonist -31 and M1 ag parental 8.0.
COc1cc(NC(=O)COC(=O)CCc2nc3ccccc3c(=O)[nH]2)cc(OC)c1 was read as OXTR agonist -0.3, M1 PAM parental -11, OXTR potentiator -5, CHO-K1 Ca antag -1, V1aR counter -0.4, TAAR1 antagonist -2, CHO parental Ca -2 and M1 ag parental 0.2.
O=C(COc1ccc(Cl)cc1)NCCSCc1ccccc1Cl was read as OXTR agonist -1.6, M1 PAM parental 17, OXTR potentiator -5, CHO-K1 Ca antag 2, GPR7 antag -4, V1aR counter -0.1, TAAR1 antagonist 0, CHO parental Ca -17 and M1 ag parental 4.3.
`CCCNC(=O)C1(C)CCCN(C(=O)Cc2ccc(OC)c(OC)c2)C1` (stereo unspecified) gave M1 PAM parental -5, CHO-K1 Ca antag 1, TAAR1 antagonist -27 and M1 ag parental 0.1.
FC(F)(F)c1cc(NC2CCCCC2)ccn1 was read as OXTR agonist 4.7, M1 PAM parental 13, OXTR potentiator -16, CHO-K1 Ca antag -14, GPR7 antag -16, V1aR counter 2.6, TAAR1 antagonist -6, CHO parental Ca 0 and M1 ag parental 6.9.
For Cc1nc2c(C(=O)NCc3ccccc3)c[nH]n2c(=O)c1Cl the results were OXTR agonist -0.6, M1 PAM parental 28, OXTR potentiator 3, CHO-K1 Ca antag -12, GPR7 antag -9, V1aR counter 0.1, TAAR1 antagonist -3, CHO parental Ca 1 and M1 ag parental 0.2.
`CN(C)c1ccc(P(=O)(COc2ccc([N+](=O)[O-])cc2)c2ccc(N(C)C)cc2)cc1` gave OXTR agonist 1.1, M1 PAM parental -3, OXTR potentiator -6, CHO-K1 Ca antag -1, GPR7 antag 20*, V1aR counter 1.6, TAAR1 antagonist -13, CHO parental Ca -10 and M1 ag parental 0.7.
For CC(C)N1CCC(n2nccc2NC(=O)c2ccc3c(c2)OCO3)CC1 the results were OXTR agonist 0.3, M1 PAM parental 5, OXTR potentiator -8, CHO-K1 Ca antag -2, GPR7 antag -19, V1aR counter 0.6, TAAR1 antagonist -23, CHO parental Ca -4 and M1 ag parental 0.2.
CC(OC(=O)CCCN=C1NS(=O)(=O)c2ccccc21)C(=O)N(C)c1ccccc1 (stereo unspecified) was read as OXTR agonist 2.3, M1 PAM parental 8, OXTR potentiator -7, CHO-K1 Ca antag -9, V1aR counter 1.5, TAAR1 antagonist -10, CHO parental Ca -15 and M1 ag parental 0.3.
Screening CC(C)(C#CCN1CCCCC1)OCCOC(c1ccccc1)c1ccccc1 returned OXTR agonist -2.2, M1 PAM parental 8, OXTR potentiator 7, CHO-K1 Ca antag -10, GPR7 antag -8, V1aR counter -1.9, TAAR1 antagonist -18, CHO parental Ca -24 and M1 ag parental 0.4.
For CCOn1c(=O)c(-c2ccccc2)[n+]([O-])c2ccccc21 the results were OXTR agonist -0.5, M1 PAM parental -9, OXTR potentiator -4, CHO-K1 Ca antag -10, GPR7 antag 8, V1aR counter 0.3, TAAR1 antagonist -8, CHO parental Ca 1 and M1 ag parental -0.1.
For COc1ccc2cc1Oc1ccc(cc1)CC1c3c(cc(OC)c4c3Oc3cc5c(cc3O4)CCNC5C2)CCN1C (stereo unspecified) the results were OXTR agonist 10, M1 PAM parental -6, OXTR potentiator -8, CHO-K1 Ca antag -1, GPR7 antag 7, V1aR counter 2.5, CHO parental Ca -28 and M1 ag parental 3.3.
`CCOC(=O)C1CCN(C(=O)COC(=O)c2oc3ccc(OC)cc3c2C)CC1` gave OXTR agonist 3.3, M1 PAM parental 1, OXTR potentiator -3, CHO-K1 Ca antag -16, V1aR counter 3.4, TAAR1 antagonist -6, CHO parental Ca -24 and M1 ag parental 3.2.
For Cc1nn2c(COc3ccc(NC(=O)c4ccccc4Cl)cc3)nnc2c2ccccc12 the results were OXTR agonist 0.0, M1 PAM parental 17, OXTR potentiator -14, CHO-K1 Ca antag 2, GPR7 antag -2, V1aR counter -0.3, TAAR1 antagonist 7, CHO parental Ca -10 and M1 ag parental 3.4.
For CCOC(=O)c1cc2cc(OC)ccc2n1C1CCN(C)CC1 the results were M1 PAM parental 15, CHO-K1 Ca antag -21, TAAR1 antagonist -5 and M1 ag parental 2.5.
For COc1ccc(NC(=O)c2c(C)noc2C(C)C)cc1S(=O)(=O)N1CCCCC1 the results were OXTR agonist -0.7, M1 PAM parental -2, OXTR potentiator -12, CHO-K1 Ca antag -1, V1aR counter 3.8, TAAR1 antagonist 34, CHO parental Ca -15 and M1 ag parental 5.5.
NC(=O)c1c(NC(=O)c2ccc(F)cc2Cl)sc2c1CCC2 was read as OXTR agonist -2.1, M1 PAM parental -1, OXTR potentiator -10, CHO-K1 Ca antag -8, GPR7 antag -11, V1aR counter -0.7, TAAR1 antagonist -4, CHO parental Ca -16 and M1 ag parental 0.3.
For Cc1cc(C)cc(NC(=O)Nc2ccccc2N2CCCCC2)c1 the results were OXTR agonist -3.3, M1 PAM parental 19, OXTR potentiator -12, CHO-K1 Ca antag -7, GPR7 antag -8, V1aR counter -0.8, TAAR1 antagonist 1, CHO parental Ca -33 and M1 ag parental -0.2.
`COCCNC(=O)c1ccc(N2CC3CC(C2)c2cccc(=O)n2C3)c(NC(=O)c2ccccc2Br)c1` (stereo unspecified) gave M1 PAM parental 0, CHO-K1 Ca antag 4, TAAR1 antagonist -16 and M1 ag parental 0.2.
For O=C(N/N=C/c1ccco1)C(O)c1ccccc1 (stereo unspecified) the results were OXTR agonist -0.3, M1 PAM parental 16, OXTR potentiator -6, CHO-K1 Ca antag -8, GPR7 antag -1, V1aR counter 2.3, TAAR1 antagonist -11, CHO parental Ca -7 and M1 ag parental 5.3.
Screening Cc1ccc(OCC(=O)N/N=C/c2cn(C)c3ccccc23)cc1 returned OXTR agonist 1.4, M1 PAM parental 14, OXTR potentiator -9, CHO-K1 Ca antag 5, GPR7 antag 6, V1aR counter 7.9, TAAR1 antagonist 0, CHO parental Ca -7 and M1 ag parental 6.9.

No new results follow: two of the compounds above.
FC(F)(F)c1cc(NC2CCCCC2)ccn1 was read as OXTR agonist 4.7, M1 PAM parental 13, OXTR potentiator -16, CHO-K1 Ca antag -14, GPR7 antag -16, V1aR counter 2.6, TAAR1 antagonist -6, CHO parental Ca 0 and M1 ag parental 6.9.
For Cc1nc2c(C(=O)NCc3ccccc3)c[nH]n2c(=O)c1Cl the results were OXTR agonist -0.6, M1 PAM parental 28, OXTR potentiator 3, CHO-K1 Ca antag -12, GPR7 antag -9, V1aR counter 0.1, TAAR1 antagonist -3, CHO parental Ca 1 and M1 ag parental 0.2.
